High-throughput results as filed in PubChem BioAssay.
MDM2 E3 inh: blocks human Mdm2 ubiquitin ligase activity; cell-based MDM2 ubiquitination luciferase reporter, 2 h; 0 = plate control, 100 = twice control, blank-subtracted; actives 0.11% (n = 210,000); AID 1230; signal enhancement, % at 5 µM;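 active = signal enhancement of 30% or more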;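 note: luminescence tracks abundance of the self-degrading MDM2-luciferase fusion protein; higher signal means inhibition of MDM2 E3 ligase activity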
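Test system: stable mammalian line carrying autodegrading MDM2–luciferase fusion reporter; quantity: 2000 cells in each well; times: 4 h cell settling then 2 h compound exposure, 37 °C; detection: luminescence with SteadyLite reagent, 15 min at room temperature; evaluation: percent signal gain over controls, blank-subtracted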
KCC2 mod: modulates chloride dependent transport by human KCC2; KCC2 cells, thallium flux FluoZin-2 fluorescence; B-score of Tl+ flux slope (higher = more flux/activation; lower = inhibition) at 10 µM; actives 2.2% (n = 190,000);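 active = thallium flux slope and its plate-corrected score both differing from the plate sample mean at a set confidence after two filtering rounds, in either direction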;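 note: slope of fluorescence scaled to starting intensity during 10 to 20 s after thallium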
eIF4E-4G inh: blocks eIF4E binding to eIF4G; P63073+Q04637; AID 782; actives 0.37% (n = 220,000); TR-FRET eIF4E-eIF4GI(517-606) binding, 2 h; inhibition, % at 21.7 µM;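 active = inhibition above about 30%, limit read from the data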;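 note: 0% = full FRET control wells and 100% = background wells lacking eIF4GI fragment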
Calpain2 inh: calpain II (pig) inhibition; purified calpain II, fluorogenic peptide substrate, 30 min; inhibition, % at 16 µM; actives 0.37% (n = 220,000); AID 1236;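 active = inhibition above about 50%, limit read from the data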
PERK inhibitor: inhibitors of human PERK kinase. CHO PERK-DD fusion, SEAP luminescence translation reporter. inhibition, % at 5.6 µM. actives 0.17% (n = 220,000). AID 1416;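 active = inhibition above the mean inhibition of all tested compounds plus 3 SD, set separately per screening campaign, cut at about 2.9% in these data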;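 note: PERK kinase domain activated by AP20187 dimerizer at 100 nM; 0% = DMSO with dimerizer and 100% = rapamycin at 8.4 µM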
Target sequence (Q9NZJ5 whole entry, looked up, the tested form may be a part): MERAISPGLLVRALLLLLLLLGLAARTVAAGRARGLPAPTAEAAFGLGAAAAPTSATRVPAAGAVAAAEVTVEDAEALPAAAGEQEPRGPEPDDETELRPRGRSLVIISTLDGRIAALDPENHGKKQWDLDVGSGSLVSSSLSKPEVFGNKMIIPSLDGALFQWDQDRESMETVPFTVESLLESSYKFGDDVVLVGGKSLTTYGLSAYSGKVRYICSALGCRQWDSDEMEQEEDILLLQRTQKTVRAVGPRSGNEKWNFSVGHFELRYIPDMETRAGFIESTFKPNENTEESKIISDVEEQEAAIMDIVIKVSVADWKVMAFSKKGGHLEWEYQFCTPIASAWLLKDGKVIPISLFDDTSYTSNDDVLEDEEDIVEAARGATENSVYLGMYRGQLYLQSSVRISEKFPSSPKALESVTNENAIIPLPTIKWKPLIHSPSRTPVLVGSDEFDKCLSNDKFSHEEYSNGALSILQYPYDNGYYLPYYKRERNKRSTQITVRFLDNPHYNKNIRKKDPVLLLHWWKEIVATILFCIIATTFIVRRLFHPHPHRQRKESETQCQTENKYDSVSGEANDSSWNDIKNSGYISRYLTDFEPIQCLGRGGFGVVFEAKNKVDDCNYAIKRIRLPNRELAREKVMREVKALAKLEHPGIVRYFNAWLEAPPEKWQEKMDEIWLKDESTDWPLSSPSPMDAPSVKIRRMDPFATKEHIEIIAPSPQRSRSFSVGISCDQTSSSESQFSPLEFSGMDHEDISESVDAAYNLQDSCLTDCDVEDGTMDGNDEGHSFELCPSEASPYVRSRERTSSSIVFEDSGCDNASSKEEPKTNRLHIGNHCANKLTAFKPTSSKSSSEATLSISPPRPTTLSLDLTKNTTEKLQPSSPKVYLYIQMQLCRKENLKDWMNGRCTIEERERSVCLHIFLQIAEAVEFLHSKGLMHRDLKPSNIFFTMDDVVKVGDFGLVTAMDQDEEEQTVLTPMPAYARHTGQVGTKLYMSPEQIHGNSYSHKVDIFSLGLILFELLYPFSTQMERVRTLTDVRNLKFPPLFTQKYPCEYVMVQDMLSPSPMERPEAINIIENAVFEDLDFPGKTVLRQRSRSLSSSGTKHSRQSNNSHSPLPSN
EBV gp42 block: EBV gp42 inhibition. Fluorescence polarization binding assay, mP read-out. Q1HVG2. inhibition, % (tested at 21.74 µM). AID 1085. actives 0.42% (n = 220,000); in the data active = inhibition above about 50%
TNF death inh: TNF-alpha cell death inhibition in Jurkat FADD-/- cells; actives 0.068% (n = 220,000); activation (protection from cell death), % at 10 µM; AID 463075; Jurkat FADD-/- TNF necroptosis rescue, ATP luminescence, 24 h; 0 = TNF only, 100 = no-TNF cells;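 active = activation, meaning protection from cell death, of at least 50% relative to plate controls; inactive = activation below 50%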;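 note: necroptosis triggered by 40 ng/mL TNF-alpha added together with compound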
Rad51 HR inh: blocks human Rad51 in homologous recombination; Q06609; hRad51 DNA strand exchange, fluorescence dequenching; inhibition, % at 10 µM; actives 0.085% (n = 200,000); AID 1385;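 active = inhibition above 40% at the single screening dose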;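 note: 0% = DMSO control wells and 100% = blanks with heterologous ssDNA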
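Test system: preformed human Rad51 ssDNA filaments. Compound dosing: single dose, 10 µM final compound. Incubation: filaments 15 min 37 °C, then compound 30 min. Technique: FRET fluorescence dequenching, excitation 485 nm, emission 520 nm. Read-out basis: percent inhibition from fluorescence, normalised to plate control and blank means. Benchmarks: plate controls and plate blanks.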
L929 necroptosis: blocks zVAD induced death of L929 cells. actives 0.38% (n = 220,000). L929 zVAD necroptosis rescue, ATP luminescence, 24 h; with zVAD 60 µM. viability rescue, % at 10 µM;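 active = activation, scaled between plate controls, above about 75%, limit read from the data; inactive = activation under that limit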;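 note: 0% = zVAD with DMSO and 100% = DMSO alone without zVAD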
The depositor's hits bear a star; · = not tested or not shown; [ ] = remark or other dose.

Every second line gives: MDM2 E3 inh | KCC2 mod | eIF4E-4G inh | Calpain2 inh | PERK inhibitor | EBV gp42 block | TNF death inh | Rad51 HR inh | L929 necroptosis
C=CCNC(=O)c1nn2cccnc2c1Cl
  -14 | · | -4 | -16 | 0.1 | -2 | -0.8 | 40 | 0.0
COc1ccc(NC(=O)c2nc3nccc(C)n3n2)cn1
  -22 | · | -2 | 3 | 0.6 | 12 | 0.6 | 7 | 0.5
CCn1c(-c2ccc(C)cc2)nn(CC(=O)NCCc2ccccc2)c1=S
  3 | -1.1 | 18 | 2 | 0.2 | -15 | -7.8 | 6 | 1.3
Cc1cc(C)c2[nH]c(=O)c(CN(Cc3ccco3)C(=O)c3cccs3)cc2c1
  3 | -0.69 | 0 | -37 | 0.7 | -8 | -1.3 | 4 | -0.3
Cc1ccc(NC(=O)Nc2cnccn2)cc1C
  -12 | -0.75 | 2 | 10 | 0.5 | -13 | 0.2 | · | 51
CC(C)N(CCNC(=O)c1cn(C)c2ccc(S(=O)(=O)N(C)C)cc2c1=O)Cc1ccccc1
  -14 | · | 3 | -17 | 0.7 | -9 | -0.1 | 14 | 0.3
CCC(CCC(=O)Nc1cccc(C(=O)O)c1)C(=O)O (configuration not stated)
  -10 | 0.92 | 5 | -24 | 0.5 | 1 | -1.6 | -1 | 0.3
CC(N=C1NC(C)(C)Cc2ccccc21)C(=O)O (configuration not stated)
  15 | · | 4 | -22 | 1.2 | -1 | 0.5 | · | 0.5
COc1ccc(C2=NNC(=Nc3cc(S(=O)(=O)N(C)C)ccc3C)SC2)c(OC)c1
  -9 | 1.8 | 0 | -51 | -1.7 | 1 | -10 | 16 | 0.8
COC(=O)c1cc(OC)c(OC)cc1NC(=O)Nc1ccccc1OC
  -26 | · | 8 | -60 | 1.5 | -12 | 0.2 | -1 | 1.4
CN(C)CCOC(C1CCCCC1)C1CCCCC1
  -19 | -0.74 | 8 | 11 | -0.4 | 3 | -3.7 | 3 | -1.3
Cc1c(N=C2SCC(=O)N2/N=C/c2ccccc2)c(=O)n(-c2ccccc2)n1C
  -11 | -0.11 | 5 | -17 | 0.0 | -6 | 1.9 | -1 | -0.1
CC(=O)c1cccc(NC(=O)N2CCCC(C(=O)c3cc(F)ccc3F)C2)c1 (configuration not stated)
  -7 | 0.7 | -1 | -3 | -0.1 | -5 | 0.1 | -1 | 1.6
CCN1C/C(=N\S(=O)(=O)/N=C2\CN(CC)C(=O)N2CC)N(CC)C1=O
  -7 | 0.4 | 1 | -2 | 1.2 | -2 | 0.9 | 7 | 0.1
CC(=O)c1c(C)[nH]c(C(=O)Nc2ccc(S(=O)(=O)N(C)C)cc2)c1C
  -10 | -1.1 | -2 | 7 | 1.8 | 0 | -0.1 | -18 | 1.1
Cc1ccc[n+](-c2nc3ccccc3nc2[N-]S(=O)(=O)c2ccccc2)c1
  · | 0.16 | -12 | -16 | 1.6 | 2 | -0.7 | 1 | -0.2
COC(=O)c1sc2ccccc2c1-n1cccc1C(=O)C(=O)Nc1ccc(F)cc1
  -21 | -1.7 | -2 | -22 | 0.1 | -20 | 0.1 | -5 | -0.5
Cn1c(CSCc2ccc(Cl)cc2Cl)n[nH]c1=S
  -20 | 0.94 | 2 | 10 | 1.8 | -11 | 0.9 | 2 | 0.5
Cc1ccc(NS(=O)(=O)c2cccc(C(=O)NN3CCOCC3)c2)cc1
  -8 | -0.59 | -4 | -36 | 0.5 | -3 | -0.5 | -4 | 1.8
CCOc1ccc(N2C(=O)CC(Sc3nnnn3-c3ccccc3)C2=O)cc1 (configuration not stated)
  -5 | 0.23 | 6 | 16 | 0.1 | -14 | -1.3 | -7 | -1.4
Cc1ccc(S(=O)(=O)/N=C(\c2ccc(Cl)cc2)N2CCOCC2)cc1
  -5 | 0.039 | 10[fluorescence artefact?] | 14 | -0.1 | 13 | -1.8 | -8 | -0.4
COc1ccccc1/C=N/NC(=O)c1ccc(-c2ccccc2)cc1
  1 | -3.1 | 0 | -10 | -0.2 | 4 | -2.0 | · | 0.7
O=C(Nc1cccn(Cc2ccccc2Cl)c1=O)NC1CCCCC1
  3 | -1.3 | 1 | -38 | 0.8 | -13 | 1.6 | 2 | 11
O=C(COC(=O)CCSc1ccccc1)NCc1ccccc1
  -17 | -0.035 | -2 | 15 | -0.6 | -4 | -0.2 | 10 | 2.1
COc1ccc(/C=N/NC(=O)CCSc2nc3ccccc3s2)cc1
  -16 | -0.0089 | 2 | -1 | 0.1 | -5 | -1.5 | 2 | 4.3
Cc1cc(C)cc(N(CCC(=O)O)S(=O)(=O)c2ccc(Cl)cc2)c1
  -14 | 0.88 | 6 | 23 | -0.2 | 5 | 2.5 | -10 | 0.0
Cc1ccc(NC(=O)COn2nnc3ccc(S(=O)(=O)N(C)C)cc32)cc1F
  -10 | · | 4 | -10 | -0.9 | -7 | -1.1 | -8 | -0.3
Cc1c(/C(O)=C2\C(=O)C(=O)N(CCN(C)C)C2c2cccnc2)cnn1-c1ccccc1 (configuration not stated)
  -2 | · | 0 | -15 | 0.8 | -25 | 0.0 | 1 | 3.7
CN(C)CCCN(C(=O)c1cccs1)c1nc(-c2ccccc2)cs1
  -14 | 0.21 | 2[fluorescence artefact?] | 13 | -0.7 | -27 | -1.0 | 2 | -0.3
Cc1[nH]nc(-c2ccc(OCc3cnn(-c4ccccc4)c3)c(C)c2O)c1Oc1ccccc1
  7 | · | 0 | 12 | -0.5 | -22 | -3.9 | -2 | 0.2
Cc1cc(C(=O)NCC(=O)OCC(=O)Nc2ccc(OC(F)F)cc2)ccc1[N+](=O)[O-]
  7 | -1.2 | 14 | 5 | 1.5 | 2 | 0.7 | 1 | 0.3
CC(C)(C)C(=O)Nc1nnc(SCC(=O)Nc2ccc3c(c2)OCO3)s1
  -12 | 2.1 | 1 | 8 | 0.4 | -22 | 1.6 | -2 | 0.5
CCOC(=O)c1c(-c2ccc(OC)cc2)nc2nonc2c1N
  1 | · | -3 | 19 | 1.3 | -17 | -3.1 | -32 | -0.1
CCCCC(=O)Nc1nc(C)c(C(C)=O)s1
  -4 | 0.12 | 0[fluorescence artefact?] | -28 | 1.3 | -4 | 2.1 | -2 | 3.0
COc1cccc(N=Nc2c(N)[nH]n3c(=O)cc(-c4ccccc4)nc23)c1
  1 | 1.6 | -21 | -184 | 1.1 | 7 | -6.4 | 8 | 1.1
COC(=O)c1ccn(-c2nc(-c3ccco3)cc(C(F)(F)F)n2)n1
  -13 | · | 3 | -251 | -0.8 | -10 | 0.8 | 5 | -1.1
Cc1c(C(=O)Nc2cc(S(=O)(=O)N3CCOCC3)ccc2N2CCN(C)CC2)oc2ccccc12
  -8 | -0.007 | -1 | -33 | -1.0 | -5 | -3.8 | · | 3.4
Cc1nnc(SCC(=O)N(C)C2CCCCC2)s1
  4 | -0.14 | 3 | 23 | 0.3 | -7 | 2.3 | 4 | 1.4
N#Cc1c(-c2ccccc2)cc(C2CC2)nc1SCC(=O)O
  -12 | -0.13 | 1 | 4 | 0.4 | -17 | 0.7 | 1 | 0.3
O=S1(=O)C[C@@H](O)[C@@H](Nc2ccc(Cl)cc2)C1
  -8 | 0.79 | -11[fluorescence artefact?] | -19 | 1.5 | -1 | 1.7 | -5 | -1.2
Cc1ccccc1NC(=O)CC1SC(=O)N(c2ccccc2)C1=O (configuration not stated)
  -3 | 0.86 | 9[fluorescence artefact?] | -26 | 0.1 | -7 | 3.1 | -9 | 1.2
c1ccc(-c2nnc(N3CCN(c4ccccc4)CC3)nc2-c2ccccc2)cc1
  -12 | -0.02 | 4 | 11 | 1.6 | -7 | 0.8 | 12 | 4.1
Cc1cc(Nc2ccccc2)nc2cc(O)ccc12
  · | -1.6 | -1 | -14 | 0.0 | -3 | -3.5 | 0 | ·
CCCc1n(CC(O)COCc2ccccc2)c2ccccc2[n+]1C (configuration not stated)
  -5 | 0.031 | 3 | 11 | 1.0 | -44 | -0.5 | -1 | 1.7
CC1(C)N=C(SCC(=O)Nc2ccc(Cl)cc2Cl)C(c2ccccc2)=N1
  -8 | · | 4 | -51 | -2.0 | 8 | 0.2 | 4 | 0.0
O=C(CSc1nc(-c2ccccc2)cc(C(F)(F)F)n1)NCc1ccco1
  -7 | · | 1 | 29 | 0.1 | 8 | 0.1 | 1 | 0.3

In the list so far, 7 contain an aryl thioether with sulfur outside any ring.
Every second line gives: MDM2 E3 inh | KCC2 mod | eIF4E-4G inh | Calpain2 inh | PERK inhibitor | EBV gp42 block | TNF death inh | Rad51 HR inh | L929 necroptosis
CCOc1ccc(N2C(=O)CC(Sc3nnnn3-c3ccccc3)C2=O)cc1 (configuration not stated)
  -5 | 0.23 | 6 | 16 | 0.1 | -14 | -1.3 | -7 | -1.4
O=C(COC(=O)CCSc1ccccc1)NCc1ccccc1
  -17 | -0.035 | -2 | 15 | -0.6 | -4 | -0.2 | 10 | 2.1
COc1ccc(/C=N/NC(=O)CCSc2nc3ccccc3s2)cc1
  -16 | -0.0089 | 2 | -1 | 0.1 | -5 | -1.5 | 2 | 4.3
CC(C)(C)C(=O)Nc1nnc(SCC(=O)Nc2ccc3c(c2)OCO3)s1
  -12 | 2.1 | 1 | 8 | 0.4 | -22 | 1.6 | -2 | 0.5
Cc1nnc(SCC(=O)N(C)C2CCCCC2)s1
  4 | -0.14 | 3 | 23 | 0.3 | -7 | 2.3 | 4 | 1.4
N#Cc1c(-c2ccccc2)cc(C2CC2)nc1SCC(=O)O
  -12 | -0.13 | 1 | 4 | 0.4 | -17 | 0.7 | 1 | 0.3
O=C(CSc1nc(-c2ccccc2)cc(C(F)(F)F)n1)NCc1ccco1
  -7 | · | 1 | 29 | 0.1 | 8 | 0.1 | 1 | 0.3

No enrichment for hits; about 3.6% have a hit in one of these screens.
